FEN1 inhibitor: inhibitors of human flap endonuclease 1; 390,000 tested, 0.35% active; AID 588795; Potency, µM (top dose mostly 114 µM), for inactives: top-dose activity change, negative = inhibition, actives largely listed as inhibitors; Recombinant FEN1 flap cleavage, fluorescence, 15 min; further: nearly all actives have a fitted effect of over 65% in size
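In this screen, 50 nM flap DNA substrate was added to 10 nM FEN1 pretreated with compound for 15 min at room temperature; cleavage was followed with reads at 0 and 15 min, and Hill fitting gave concentration–response parameters.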
N370S GC: N370S glucocerebrosidase modulation, Gaucher chaperone candidate | P04062 | N370S GC spleen homogenate, 4MU-glucoside fluorescence | Potency, µM (series often up to 59.4 µM), for the others: at the highest dose activity change, negative = inhibition, most hits filed as inhibitors | 330,000 tested, 0.092% active | AID 2101;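 further: 0% = full enzyme activity and -100% = no enzyme basal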
GCN5L2 inh: blocks human GCN5L2 histone acetyltransferase; 390,000 tested, 0.21% active; GCN5L2 HAT assay, ThioGlo1 CoA-SH fluorescence; AID 504327; Q92830; Potency, µM (top dose mostly 58.9 µM), without a hit: at the highest dose activity change, negative = inhibition, usual class: inhibitors
Target sequence (Q92830 whole entry, looked up): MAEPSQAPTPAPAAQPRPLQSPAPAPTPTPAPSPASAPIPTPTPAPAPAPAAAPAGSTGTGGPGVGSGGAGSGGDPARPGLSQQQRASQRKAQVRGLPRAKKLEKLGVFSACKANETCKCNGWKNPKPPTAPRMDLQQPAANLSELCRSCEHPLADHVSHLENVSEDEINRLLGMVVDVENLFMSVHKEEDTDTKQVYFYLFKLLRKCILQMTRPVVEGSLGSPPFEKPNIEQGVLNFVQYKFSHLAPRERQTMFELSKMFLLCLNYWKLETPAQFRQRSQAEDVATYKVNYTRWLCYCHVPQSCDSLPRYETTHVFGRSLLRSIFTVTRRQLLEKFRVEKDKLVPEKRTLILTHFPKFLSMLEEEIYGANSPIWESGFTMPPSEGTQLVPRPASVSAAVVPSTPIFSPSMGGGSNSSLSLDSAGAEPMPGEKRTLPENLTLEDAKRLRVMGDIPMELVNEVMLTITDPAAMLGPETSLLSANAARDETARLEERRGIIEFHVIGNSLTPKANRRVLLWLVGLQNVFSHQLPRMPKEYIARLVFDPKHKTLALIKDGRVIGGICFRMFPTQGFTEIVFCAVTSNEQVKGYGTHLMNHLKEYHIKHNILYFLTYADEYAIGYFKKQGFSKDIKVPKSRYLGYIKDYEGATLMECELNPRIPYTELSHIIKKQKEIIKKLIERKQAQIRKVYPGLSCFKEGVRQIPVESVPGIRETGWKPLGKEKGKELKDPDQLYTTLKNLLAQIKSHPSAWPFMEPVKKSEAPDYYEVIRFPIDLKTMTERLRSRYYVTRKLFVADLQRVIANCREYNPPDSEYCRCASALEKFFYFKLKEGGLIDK
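Fluorescence readout, Ex340nm/Em540nm: ThioGlo1 (50uM final) reacts with free CoA thiol released as 20nM GCN5L2 acetylates H3(1-25) peptide (75uM) using acetyl-CoA (70uM). Compound and enzyme sat 15 min beforehand; 20 min room-temperature reaction.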
An asterisk follows results filed as active; ? = inconclusive; . = not tested or not shown; & = joins results of further samples. The call rests on the fitted dose curve; in most records, active means well fitted curve in the direction sought with a large enough effect; inconclusive means small, poorly fitted or top-dose-only effect, or another doubt; inactive means no such curve, though single readings can be large; an effect the other way counts as inactive or inconclusive. Unless noted, on the % scale 0 is the no-effect control and ±100 the full control effect; potency means the concentration at half of the fitted maximal effect.

Order of results: N370S GC | GCN5L2 inh | FEN1 inhibitor
CCOc1cccc(C2c3c(oc4ccc(F)cc4c3=O)C(=O)N2CCc2ccc(OC)cc2)c1 (stereo not given)
  . | 1% | 5%
CCc1nc2ccccc2c(C(=O)NCc2ccc(OC)cc2)c1C
  10% | -10% | -4%
Cc1ccc(OCCCC(=O)NC(C)c2ccccc2)c(C)c1 (stereo not given)
  -14% | -2% | 8%
CC1CN(S(=O)(=O)c2ccc(C(=O)Nc3ccccc3F)cc2)CC(C)O1 (stereo not given)
  . | -2% | 14%
CC1CCCC(C)N1C(=O)COC(=O)c1cc([N+](=O)[O-])ccc1N1CCOCC1 (stereo not given)
  -4% | -8% | 3%
COc1ccc(CCC(=O)Nc2cc3c4c(c2)CC(=O)N4CCC3)cc1
  -2% | -8% | 10%
CCCC(=O)Nc1ccccc1C(=O)OCc1cc(=O)n2nc(C(C)C)sc2n1
  . | 21% | 18%
COc1ccc(C(=O)NC(=S)Nc2cccc(Cl)c2N2CCOCC2)cc1[N+](=O)[O-]
  2% | -6% | -13%
O=c1c2c(-c3cccc([N+](=O)[O-])c3)ccnc2[nH]n1-c1ccccc1
  0% | -7% | 15%
CC(C)C(C(=O)NCC1CCCO1)N(C(=O)CNS(=O)(=O)c1ccc(F)cc1)C1CCCCC1 (stereo not given)
  -4% | -7% | 3%
CCOC(=O)c1ccc2c(c1)N(CC(=O)N(C)c1ccccc1)C(=O)c1ccccc1S2
  . | -2% | -4%
Cc1ccccc1NC(=S)N(CCN1CCCCC1)Cc1ccco1
  -5% | 0% | -2%
COc1ccccc1NC(=O)c1c(NCc2ccc(OC)c(OC)c2OC)sc2c1CCC2
  . | -2% | 0%
Cc1ccc(NNC(=O)Nc2ccc(Cl)cc2)nn1
  -7% | -2% | -17%
COc1ccc(/C=N\NC(=O)c2ccccc2OC)cc1COc1c(F)c(F)c(F)c(F)c1F
  -9% | -13% | 2%
CC(=O)c1cc2c(cc1NS(=O)(=O)c1ccc(C)cc1)OCO2
  ? | -5% | -23%
CC(C)CN(C(=O)CN1CCN(c2ccccc2O)CC1)c1c(N)n(CC(C)C)c(=O)[nH]c1=O
  -7% | 1% | 0%
O=C(CN1C2CCC1CC(NC(=O)Nc1ccccc1)C2)NCc1ccco1 (stereo not given)
  3% | -2% | -8%
CC(C)C[C@@H](CO)N1CCNCCC1=O
  -5% | -3% | -7%&-8%
O=S(=O)(c1cc(F)cc(F)c1)N1CCN(c2ncccn2)CC1
  3% | 1% | 8%
CCOC(=O)N/N=C\c1ccc(OC(=O)c2ccc3c(c2)OCO3)cc1
  6% | -10% | -12%
COc1ccc(NC(=O)C2CCN(c3cc(C)nc4c(-c5ccc(Cl)cc5)c(C)nn34)CC2)cc1
  . | -1% | -5%
N#Cc1ccc(CN2CCN(C(=O)c3cc(Cl)c4c(c3)OCCO4)CC2)cc1
  . | -9% | 22%
C=CCNS(=O)(=O)c1ccc(C(=O)OCc2cc(=O)oc3cc(OC)ccc23)cc1
  -11% | -14% | -7%
CCOC(=O)CNC(=O)Nc1cccc(Cl)c1C
  -11% | -2% | 3%
CCOC(=O)c1sc(N)c(C(=O)OCC)c1COC(=O)C1CC(=O)N(Cc2ccco2)C1 (stereo not given)
  -7% | -1% | 6%
CCCC1CCc2c(sc(N)c2C(N)=O)C1 (stereo not given)
  12% | -2% | 10%
c1ccc(CC2CCN(C(c3cccs3)c3nnnn3C3CCCC3)CC2)cc1 (stereo not given)
  9% | -3% | -10%
COc1cc(C(=O)O[C@H]2C/C(C)=C/CC[C@]3(C)O[C@@H]3C(O)C2C(C)C)cc(OC)c1OC (stereo not given in full)
  -7% | -19% | -15%
CCOCCc1nn2c(=O)cc(COC(=O)C3CCCCC3)nc2s1
  . | -3% | -11%
Cc1ccc(C)c(OCC(=O)Nc2ccccc2C(=O)N2CCOCC2)c1
  -18% | -7% | 1%
Cc1ccc(NC(=O)CSc2nnc(CNC(=O)c3ccco3)o2)cc1Cl
  -1% | -6% | -12%
CCC1Oc2ccc(C)cc2N(CC(=O)NCc2ccc(OC)cc2)C1=O (stereo not given)
  . | -6% | -21%
Cc1cc(C)c2nc(N3CCCC(C(=O)NCCN4CCOCC4)C3)sc2c1 (stereo not given)
  ? | 0% | 7%
COc1ccc(C(=O)NC2CCSC2=O)cc1 (stereo not given)
  22% | -6% | 19%
Cc1ccc(Nc2c3c(nc4nncn24)CCC3)cc1
  . | -6% | 1%
CCOc1cc(/C=C2/C(=N)N3N=C(C)SC3=NC2=O)ccc1OS(=O)(=O)c1ccc(C)cc1
  -22% | -17% | -10%
Cc1ccc(C2=Nc3ccccc3N(CC(=O)NCc3ccc(F)cc3)C(=O)C2)cc1C
  . | -10% | -3%
Cc1cc[n+](CC(=O)Nc2ccccc2)cc1
  -3% | -23% | 5%
CCCCCCN1C2=NCCN2c2ccccc21
  -1% | 2% | -3%
Cc1n[nH]c(C)c1Cc1c(F)cccc1Cl
  2% | -7% | -8%
Cc1ccc(N(CC(=O)NCc2ccccn2)S(=O)(=O)c2ccccc2)cc1Cl
  -5% | ? | -9%
COCCn1nnnc1CN1CCC(O)(c2cccc(C(F)(F)F)c2)CC1
  3% | 0% | 7%
Cc1ccc(NCc2ccccc2-c2nnc(-c3ccccc3Cl)o2)c(C)c1
  . | -2% | -19%
NNC(=O)CSCc1nc(-c2ccccc2)cs1
  -1% | 1% | -2%
O=C(Cn1cc(SCc2ccccc2F)c2ccccc21)N1CCCCCC1
  . | -14% | 8%
COc1cc2c(cc1OC)C(c1ccccc1)CC2=O (stereo not given)
  -11% | -2% | -13%
Cc1cc(Br)ccc1NC(=O)CN1CCN(c2ccccn2)CC1
  1% | -5% | 8%
COCCN(C(=O)CSc1nnc(-c2cccs2)n1N)c1c(N)n(Cc2ccccc2)c(=O)[nH]c1=O
  -5% | -2% | 12%
c1ccc(Sc2cnc3ccccc3n2)cc1
  27% | . | -3%

Going on with the list:
Order of results: N370S GC | GCN5L2 inh | FEN1 inhibitor
CNC(=S)NCCCCc1cnc[nH]1
  0% | 12% | .
O=C(CCN1C(=O)c2ccccc2C1=O)NCc1ccncc1
  -5% | 0% | -5%
Cc1ccc(C(=O)Nc2c(C)n(C)n(-c3ccccc3)c2=O)cc1S(=O)(=O)N1CCOCC1
  -18% | -4% | -4%
Cc1cc([N+](=O)[O-])nn1Cc1noc(C(=O)NCCc2ccccn2)n1
  -8% | -3% | -1%
C=C(C)C(=O)N1CC2(CC(c3cccc(NC(=O)COc4ccc(Cl)cc4)c3)=NO2)C[C@@H]1C(N)=O (stereo not given in full)
  3% | -18% | -4%
Cc1ccc(NC(=O)c2oc3ccccc3c2NC(=O)C2CC2)cc1
  5% | -12% | 16%
COC(=O)c1c(NC(=O)c2ccccc2OC)sc(C(=O)N2CCOCC2)c1C
  4% | 0% | -11%
CCOc1ccc(NC(=O)CCN2CCN(S(=O)(=O)c3ccc(F)cc3)CC2)cc1
  -2% | -1% | -5%
CCn1c(NCCCO)nc2c(c1=O)C(C)(CC)Cc1ccccc1-2 (stereo not given)
  27% | -23% | 0%
Cc1cc(NS(=O)(=O)c2ccc(NC(=O)COc3ccccc3[N+](=O)[O-])cc2)no1
  -5% | -6% | -15%
C/C(=N/NC(=O)CNC(=O)/C=C/c1ccco1)c1ccc(Cl)cc1
  3% | -14% | 1%
CC(C)c1ccc(NC(=O)c2ccc3c(c2)CCN3S(C)(=O)=O)cc1
  -5% | 3% | 2%
CCCN1C(=O)c2cc(C(=O)Nc3ccc(OC)c(OC)c3)ccc2C1Nc1ccc(OC)c(OC)c1 (stereo not given)
  -13% | -2% | -4%
Cc1sc(NC(=O)Cn2c(=O)oc3ccccc32)nc1-c1ccc(Cl)cc1
  -18% | -8% | -16%
COc1ccc(OC)c(S(=O)(=O)N(C)CC(=O)N2CCN(c3ccccc3)CC2)c1
  3% | 2% | -11%
CSC(=Nc1cccc(C)c1)NC#N
  18% | -3% | 0%
CC/C(=N\N=C1\SC(C)C(=O)N1Cc1ccco1)c1ccccc1 (stereo not given)
  0% | -3% | -14%
NC(=O)CC1NC(=O)c2ccccc21 (stereo not given)
  -18% | 0% | -8%
Cc1cc(NC(=O)CSc2nnc(-c3ccccc3)n2C)no1
  -1% | 14% | 1%
NC1=NC(=Nc2ccc(S(=O)(=O)N3CCOCC3)cc2)c2ccccc21
  -12% | -12% | 1%

One compound at a time (already shown):
`COc1ccc(OC)c(S(=O)(=O)N(C)CC(=O)N2CCN(c3ccccc3)CC2)c1` as listed: N370S GC = 3%; GCN5L2 inh = 2%; FEN1 inhibitor = -11%
`Cc1cc(NC(=O)CSc2nnc(-c3ccccc3)n2C)no1` as listed: N370S GC = -1%; GCN5L2 inh = 14%; FEN1 inhibitor = 1%

New compounds follow
Order of results: N370S GC | GCN5L2 inh | FEN1 inhibitor
COc1cc(NC(=O)c2ccccc2)c(OC)cc1NC(=O)CN1C(=O)N(C)C2(CCCCC2)C1=O
  -7% | -4% | -15%
CCOc1cc(/C=N/Nc2nn3cnnc3c3ccccc23)ccc1O
  -6% | -10% | ?
CCOC(=O)c1c(C)oc2c(F)c(F)c(F)c(F)c2c1=O
  -4% | -25% | -2%
COc1ccc(C2(c3ccc(OC)cc3)NC(=O)N(CC(=O)Nc3ccccc3C)C2=O)cc1
  -22% | -26% | -23%
CCOc1ccccc1NC(=O)CSc1nnc(-c2ccco2)n1Cc1ccco1
  20% | -9% | 0%
CCOC(=O)C1=C(C)NC(=O)NC1/C=C\c1ccccc1 (stereo not given)
  -11% | ? | 6%
CS(=O)(=O)N1CCC(C(=O)Nc2ccc3c(c2)OCO3)CC1
  -4% | -4% | -9%
COc1ccc(NC(=O)CC2(Cc3ccccc3)CCOC(C)(C)C2)cc1 (stereo not given)
  -10% | -1% | -13%
COc1ccc(N2CCN(C(CNC(=O)C(=O)NCCc3c[nH]c4ccccc34)c3ccco3)CC2)cc1 (stereo not given)
  1% | 4% | 3%
Cc1ccc(C)c(NC(=O)c2ccc3c(=O)n4c(nc3c2)CCC4)c1
  . | 4% | 22%

The list goes on, overlapping the part above by 5 compounds.
Order of results: N370S GC | GCN5L2 inh | FEN1 inhibitor
CCOC(=O)C1=C(C)NC(=O)NC1/C=C\c1ccccc1 (stereo not given)
  -11% | ? | 6%
CS(=O)(=O)N1CCC(C(=O)Nc2ccc3c(c2)OCO3)CC1
  -4% | -4% | -9%
COc1ccc(NC(=O)CC2(Cc3ccccc3)CCOC(C)(C)C2)cc1 (stereo not given)
  -10% | -1% | -13%
COc1ccc(N2CCN(C(CNC(=O)C(=O)NCCc3c[nH]c4ccccc34)c3ccco3)CC2)cc1 (stereo not given)
  1% | 4% | 3%
Cc1ccc(C)c(NC(=O)c2ccc3c(=O)n4c(nc3c2)CCC4)c1
  . | 4% | 22%
CCn1cc([N+](=O)[O-])c(C(=O)N2N=C(c3ccc(O)c(OC)c3)CC2c2ccccc2O)n1 (stereo not given)
  6% | -8% | -13%
Cc1cccc(NC(=O)CN(CC2CCCO2)C(=O)c2ccc(S(C)(=O)=O)cc2)c1C (stereo not given)
  0% | -5% | 9%
Cc1cnc(C(=O)OC(C)C(=O)Nc2ccc(Cl)cn2)cn1 (stereo not given)
  -16% | 4% | 4%
O=C(CCCSc1nc2ccccc2s1)Nc1nccs1
  1% | -6% | -21%
Cc1cccc(NC(=S)NNC(=O)CCn2nc(C)c([N+](=O)[O-])c2C)c1
  -17% | 0% | 0%
CC(C)c1ccc(Oc2cccc(C(=O)/C(C#N)=C/N(C)C)c2)cc1
  21% | -10% | -12%
CC(C)CC(=O)Nc1sc2c(c1C(=O)O)CCCCC2
  12% | -1% | -11%
CC1CN(C(=O)/C=C/c2ccccc2Cl)CC(C)O1 (stereo not given)
  2% | 1% | 1%
COc1ccc(C(=O)c2ncc(C(F)(F)F)cc2Cl)cc1
  9% | -9% | 6%
Cc1nnc(NC(=O)NC(C)N2C(=O)C3C4C=CC(C4)C3C2=O)s1 (stereo not given)
  1% | -2% | -4%&-1%
CCCCn1c(N)c(NCc2ccccc2OC)c(=O)[nH]c1=O
  2% | 0% | -2%
CCOC(=O)C1CCN(C(=O)Nc2ccccc2Cl)CC1
  -12% | 0% | 7%
O=C(Cn1c2ccccc2c2nc3n(c(=O)c21)CCS3)Nc1ccccc1C(F)(F)F
  -18% | -14% | 0%
CC(=O)CCc1ccc(OCC(=O)Nc2cccc(S(=O)(=O)N(C)c3ccccc3)c2)cc1
  -7% | -6% | 9%
CC(C)C(NS(=O)(=O)c1cccc2nsnc12)C(=O)N1CCCCC1 (stereo not given)
  -11% | -1% | 0%
N#CCCn1nc(-c2ccccc2)cc1Nc1ccccc1NC(=O)C(F)(F)F
  -6% | -3% | -8%
O=C(CCn1c2c(c3ccccc31)CCCC2)NNC(=O)c1cccc([N+](=O)[O-])c1
  -1% | -3% | -22%
C[N+]1=C(/C=C/Nc2ccccc2Cl)C(C)(C)c2ccccc21
  -6% | 2% | 8%
COc1ccccc1N1CCN(c2ncnc3onc(C)c23)CC1
  . | 4% | -13%
CCc1ccc(N(CC(=O)NC)S(C)(=O)=O)cc1
  -5% | 2% | -2%
Cc1ccc(Cl)cc1NC(=O)N(C)CCO
  3% | -9% | 12%

Screens deposited in PubChem by National Center for Advancing Translational Sciences (NCATS).

Only part of the results is shown, so the mix of outcomes need not match the whole.
